Screens (PubChem)
PLK1 PBD block = blocks phosphopeptide binding to human PLK1 polo-box domain; P53350; Plk1 PBD binding of FITC phosphopeptide, fluorescence polarization; Potency, µM, inactives show max response, negative = inhibition, most hits filed as inhibitors; actives 2.8% (n = 360,000); note: potency is the fitted concentration of half-maximal effect; series mostly up to about 57 µM; % is set by controls: 0 for no effect and ±100 for the full control effect; nearly all actives have a fitted effect of over 65% in size
Target sequence (P53350 whole entry, looked up, the tested form may be a part): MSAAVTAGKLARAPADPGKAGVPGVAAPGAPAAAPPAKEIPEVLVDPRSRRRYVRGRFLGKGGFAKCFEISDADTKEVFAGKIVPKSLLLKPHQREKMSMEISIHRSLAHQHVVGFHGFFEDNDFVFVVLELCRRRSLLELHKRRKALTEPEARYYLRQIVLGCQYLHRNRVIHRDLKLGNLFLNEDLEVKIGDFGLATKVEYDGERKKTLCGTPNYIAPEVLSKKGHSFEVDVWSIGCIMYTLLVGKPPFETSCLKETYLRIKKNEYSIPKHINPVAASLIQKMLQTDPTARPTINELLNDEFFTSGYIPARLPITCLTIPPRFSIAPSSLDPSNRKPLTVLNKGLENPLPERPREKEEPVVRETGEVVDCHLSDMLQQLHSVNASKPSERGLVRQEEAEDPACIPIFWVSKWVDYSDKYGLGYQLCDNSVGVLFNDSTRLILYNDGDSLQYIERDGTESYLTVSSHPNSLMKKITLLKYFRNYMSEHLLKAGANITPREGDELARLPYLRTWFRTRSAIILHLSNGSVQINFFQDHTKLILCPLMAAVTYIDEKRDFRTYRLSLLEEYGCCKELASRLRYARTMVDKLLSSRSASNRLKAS
WRN helicase inh = WRN helicase (human) inhibition; actives 0.46% (n = 360,000); WRN helicase unwinding, fluorescent forked duplex, kinetic; Q14191; Potency, µM (series often up to 114 µM), inactives show at the highest dose activity change, negative = inhibition, hits mostly inhibitors; AID 651768; note: potency is the fitted concentration of half-maximal effect; % is set by controls: 0 for no effect and ±100 for the full control effect; nearly all actives have a fitted effect of over 55% in size
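Kinetic red-fluorescence monitoring (525/598 nm) tracks WRN helicase activity after 100 nM fluorophore-quencher forked duplex and 2 mM ATP are added to 20 nM enzyme pretreated 15 min at room temperature with compound.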
Abeta yeast res = compounds reversing amyloid beta toxicity in yeast; yeast expressing A-beta42, growth rescue, OD600, 48 h; response scale: 0% DMSO, 100% iron-clioquinol control; Potency, µM (doses to about 46.1 µM), for the others: top-dose growth rescue, hits mostly activators; actives 0.063% (n = 410,000); AID 1347071; note: potency is the fitted concentration of half-maximal effect; nearly all actives have a fitted effect of over 55% in size
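Growth rescue measured by 600 nm absorbance after 48 h yeast culture at 30 C with compound. Values normalized between DMSO and an equimolar ferric chloride plus clioquinol control.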
IL2 activator = activates IL-2 in a cell-based reporter assay. IL-2 activation reporter assay, cell-based qHTS; stimulated with anti-CD3/CD4/CD28 beads; in transgenic mouse T cells. activation, % (series mostly up to about 46 µM). actives 0.065% (n = 360,000); in the data active = activation above about 50%; inconclusive = mostly about 30% to 49%; note: 0% is about no effect
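Unstimulated transgenic mouse T cells; 60-min compound exposure; bead-based TCR/CD4/CD28 stimulation; 18 h culture, 37 degrees C; dual fluorescence (EGFP, DsRed) plate cytometry.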
aSyn rescue = rescues yeast growth from alpha-synuclein toxicity; Yeast expressing alpha-synuclein, growth rescue, BacTiter-Glo, 24 h; Potency, µM (series often up to 46.1 µM), without a hit: top-dose growth rescue (activation), usual class: activators; actives 0.14% (n = 370,000); note: potency is the fitted concentration of half-maximal effect; % of control where 0% means no effect; nearly all actives have a fitted effect of over 65% in size
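Rescue of yeast growth: cells expressing toxic alpha-synuclein, induced in galactose at OD600 0.02, incubated with compound 24 h at 30 C. ATP luminescence quantified growth; inhibitors of toxicity appear as activators.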
EPAC1 antagonist = blocks human EPAC1 exchange factor; O95398; EPAC1 GEF assay, Rap1b-BODIPY-GDP exchange fluorescence; Potency, µM (series often up to 115 µM), for inactives: at the top dose activity change, negative = inhibition, most hits filed as inhibitors; actives 0.14% (n = 360,000); AID 720709;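 note: potency is the fitted concentration of half-maximal effect; plate controls were vehicle for no effect and positive control for full effect; nearly all actives have a fitted effect of over 50% in size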
FUS yeast rescue = suppressors of FUS proteinopathy in yeast. S. cerevisiae FUS-expressing, growth rescue, OD600, 24 h. Potency, µM (series often up to 76.6 µM), inactives show at the highest dose growth rescue (activation), actives largely listed as activators. actives 0.24% (n = 390,000). AID 1347120;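 note: potency is the fitted concentration of half-maximal effect; plate controls were DMSO vehicle for no effect and reference control for full effect; nearly all actives have a fitted effect of over 55% in size; some results filed as inactive show a strong effect at the top dose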
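Yeast expressing FUS under galactose induction, OD 0.005 in 2% galactose medium; compounds in a dilution series, 24 h at 30C. Growth rescue by absorbance at 600 nm; CP55940 positive control, DMSO negative.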
PI5P4Ka inh = blocks human PI5P4K alpha kinase activity | P48426 | max response, % | actives 1.2% (n = 330,000) | PI5P4Kalpha enzyme, ADP-Glo luminescence, 60 min; stronger effect = lower value | AID 652105; active = max response of -50% or lower; inconclusive = between -30% and -50%; inactive = -30% or higher; note: value at the top dose of about 77 µM; % is set by controls: 0 for no effect and ±100 for the full control effect
Target sequence (P48426 whole entry, looked up): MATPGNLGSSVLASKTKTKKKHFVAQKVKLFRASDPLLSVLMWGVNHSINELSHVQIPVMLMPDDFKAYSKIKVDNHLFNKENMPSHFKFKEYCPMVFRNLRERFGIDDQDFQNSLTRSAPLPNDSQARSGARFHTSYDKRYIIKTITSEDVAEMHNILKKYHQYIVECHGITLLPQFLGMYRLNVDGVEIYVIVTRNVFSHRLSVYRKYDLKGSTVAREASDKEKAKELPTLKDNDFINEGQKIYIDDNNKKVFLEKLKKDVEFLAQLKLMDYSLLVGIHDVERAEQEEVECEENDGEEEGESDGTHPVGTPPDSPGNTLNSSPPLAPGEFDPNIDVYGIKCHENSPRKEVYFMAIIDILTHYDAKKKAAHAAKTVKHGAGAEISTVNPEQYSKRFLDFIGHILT
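Human PI5P4Kalpha with substrate in 0.038 M HEPES pH 7.4, 0.28 mM EGTA, 0.1% CHAPS, 5% DMSO; reaction started with 5 microM ATP (final), 60 min at room temperature. ADP formed read by ADP-Glo luminescence.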
EPAC1 agonist = agonists of human EPAC1. O95398. EPAC1 agonist qHTS, biochemical assay; response scale: 100% = response to 6.5 mM cAMP. Potency, µM (top dose mostly 154 µM), without a hit: at the highest dose activation, actives largely listed as activators. actives 0.073% (n = 360,000); note: potency is the fitted concentration of half-maximal effect; nearly all actives have a fitted effect of over 60% in size
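Fluorescent GDP-exchange assay: 100 nM EPAC1 with 250 nM Rap1B preloaded with BODIPY-GDP and 50 uM GDP; compounds tested as concentration series, 5 min at room temperature, then read every 5 min for 30 min (ex 480/em 540 nm); normalized to 6.5 mM cAMP.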
Numbers without * were called inactive; ? = inconclusive; . = not tested or not shown; & = joins results of further samples; [ ] = remark or other dose. Unless noted, calls come from the whole dose curve; as a rule, active = well fitted curve in the direction sought with a large enough effect; inconclusive = small, poorly fitted or top-dose-only effect, or another doubt; inactive = no such curve, though single readings can be large; an effect the other way counts as inactive or inconclusive.

Fields – IL2 activator, Abeta yeast res, PI5P4Ka inh, PLK1 PBD block, aSyn rescue, EPAC1 antagonist, EPAC1 agonist, WRN helicase inh, FUS yeast rescue
CC(C)(C)OC(=O)N1CCC(c2c(C(=O)NCC3CCN(C4CCCC4)C3)cnn2-c2ccc(F)cc2)CC1 (stereo not drawn)
  -3.9, 10%, 3, -2%, 5%, ?, -1%, -2%, 34%
COc1cc(O)c(C(CC(=O)N2CCCC(C)C2)c2ccc(N(C)C)cc2)c(OC)c1 (stereo not drawn)
  1.4, -4%, 0, -12%, 7%, -7%, -11%, -4%, -5%
COC(=O)C1=C(C)NC(C)=C(C(=O)OCC(C)C)C1c1ccccc1[N+](=O)[O-] (stereo not drawn)
  -0.3, -61%[inhibitor], ?, 19µM*, -4%, -20%, -38%[inhibitor], 2%, 31%
CSCC[C@H](NC(=O)OC(C)(C)C)C(=O)N1CCC(C(=O)N[C@H](C(=O)O)C(C)C)CC1
  -1.3, 3%, ., -6%, -4%, -8%, 1%, 5%, -9%
O=C(OC(C(=O)NCc1ccccc1)c1ccccc1F)c1ccco1 (stereo not drawn)
  -0.1, -4%, 3, 4%, 15%, 2%, 4%, -3%[57.1 µM], -21%
O=C1c2ccccc2S(=O)(=O)c2cc(C(=O)N(c3ccccn3)c3ccccn3)ccc21
  0.7, 2%, ?, 1%, 2%, -14%, -11%, -4%, .
COc1ccc(C(=O)NCc2nnc(SCC(=O)Nc3nc4ccc(C)cc4s3)o2)cc1OC
  0.0, 7%, -4, -9%, -1%, -17%, 5%, -21%, 19%
O=C(Nc1ccon1)c1csc2ccccc12
  -2.6, -17%, ., -13%, -16%, 1%, 3%, 9%, 2%
CCOc1cc(-c2noc(CCCC(=O)NC3CCCCC3)n2)ccc1OC
  -0.3, 9%, 0, 0%, 12%, 0%, -1%, 7%, 9%
CN1OC(CC(=O)O)N(c2ccc(Cl)cc2)C1=O (stereo not drawn)
  1.9, 13%, -3, -16%, -3%, -13%, 4%, 0%, 11%
COC(=O)c1ccc(CSc2nnc(CNC(=O)c3ccc(OC)cc3)o2)o1
  3.6, 12%, 0, -8%, 0%, -9%, 6%, 1%, -3%
O=C(/C=C/c1ccccc1)NC1CCS(=O)(=O)C1 (stereo not drawn)
  0.4, 13%, -2, 2%, 5%, 3%, -10%, 0%, .
CC(=O)N(NC(N)=O)C(C)CC(=O)C1C(C)C=CCC1(C)C (stereo not drawn)
  -1.1, 6%, -2, -11%, -1%, 1%, -5%, 5%, 11%
CN(Cc1ccccc1)C(=O)[C@@H]1CCCN1C(=O)[C@@H]1CCCN1C(=O)OC(C)(C)C
  0.3, -5%, -2, 4%, -9%, 19%, 3%, 5%, 13%
COc1ccc(NC(=O)C[C@H]2C(=O)N(c3ccc(Br)cc3)C[C@@H]2c2ccc(OC)cc2)cc1
  -4.1, -6%, -12, -2%, -5%, -6%, -23%, -8%, ?
COc1ccc(S(=O)(=O)N2CCCCC2)cc1NC(=O)c1ccccc1
  1.2, -4%, 4, -4%, 0%, -5%, 10%, -5%, -9%
CCOc1ccc(NS(=O)(=O)c2ccc(C(=O)NCC(c3ccccc3OC)N3CCCC3)cc2)cc1 (stereo not drawn)
  0.5, 1%, 12, -6%, 3%, 10%, -2%, -3%, 24%
C[n+]1c2n(c3ccccc31)N=C(c1ccccc1)CS2
  -3.4&1.1, -19%&-1%, 2&-1, ?, -12%&1%, -6%&3%, 7%&-1%, 0%&0%, 1%&-20%
O=C(NC1CCS(=O)(=O)C1)/C(=C/c1ccco1)NC(=O)c1ccccc1 (stereo not drawn)
  -1.0, 6%, -10, -12%, -1%, 2%, 14%, 15%, 29%
CN1CCc2c(sc3c2c(=O)n(-c2ccccc2)c2nnc(SCc4ccc(F)cc4)n32)C1
  0.1, ., -5, 4%, 2%, -3%, -4%, 8%, -21%
COc1ccc(CNC(=O)[C@@H]2CC=C[C@@H]3CCN(Cc4ccc(Cl)c(Cl)c4)C(=O)[C@@H]32)cc1
  -0.7, 9%, -9, 5%, 19%, 5%, -5%, 13%, ?
CCCN1CCN(C(=O)Cn2cnc3ccc(S(=O)(=O)N4CCC(C)CC4)cc3c2=O)CC1
  -0.1, -6%, -3, -16%, 1%, 3%, 8%, ?, 28%
O=C(Nc1ccc2c(c1)CCO2)Nc1nnc([C@H]2C[C@H](O)[C@@H](CO)O2)s1
  -0.2, -10%, -17, -13%, ?, 14%, 3%, 3%, 3%
CCN(C(=O)COC(=O)c1ccc[nH]c1=O)c1cccc2ccccc12
  -0.1, 31%, 2, -8%, 2%, -6%, 5%, -9%, 20%
COc1ccccc1N1CCN(CCCN2CC(=O)N3CCCCC3C2=O)CC1 (stereo not drawn)
  0.1, -14%, 9, -10%, -5%, -4%, -7%, 1%, 13%
CCOCCCNC(=O)CN1C(=O)CSc2cc(S(=O)(=O)N3CCCCCC3)ccc21
  -0.4, -7%, ., -8%, 0%, 2%, 7%, 0%, 3%
CNC(=S)NNc1ccccc1[N+](=O)[O-]
  0.4, -5%, -24, -21%, 0%, 9%, 0%, -17%, 29%
COc1ccc(OCC(=O)Nc2cc(OC)ccc2N2CCCCC2)cc1
  -3.0, -7%, 26, ?, 7%, -8%, -12%, -8%, 7%
N#CCSc1ccccc1NC(=O)CN1C(=O)C2CC=CCC2C1=O (stereo not drawn)
  0.3, -1%, -16, -6%, -5%, -6%, 19%, -5%, 6%
CN(C)S(=O)(=O)c1ccc(N2CCCC2)c(C(=O)Nc2ccc(F)cc2F)c1
  -0.2, -3%, -8, 1%, 3%, 3%, 3%, -5%, 6%
O=C(Nc1ccccc1)Nc1ccc(C(F)(F)F)cn1
  -0.1, 5%, 5, -3%, 8%, 9%, -10%, 0%, -3%
Cc1ccc(S(=O)(=O)N2CCOCC2)cc1NC(=O)COC(=O)c1cc(=O)[nH]c2ccccc12
  -0.2, -1%, 2, -3%, -2%, 1%, -3%, 2%, 18%
Cc1ccc(N(CCC#N)C(=O)CSc2nnc3ccccn23)cc1
  -0.5, -3%, 1, -6%, -9%, -17%, 16%, 4%, -14%
NC(=O)c1cc(N2C(=O)C3CC=CCC3C2=O)ccc1N1CCCCC1 (stereo not drawn)
  0.4, -6%, ., -8%, -1%, -4%, 0%, 2%, -1%
CC(=O)OC1CC[C@@]2(C)C(CCC3C2CC(=O)[C@@]2(C)C3CC3CC(C)=CC(=O)C32)C1 (stereo partly drawn)
  -1.5, 10%, -2, -11%, -4%, 8%, 9%, -2%, -11%
COc1cccc(NC(=O)CCCn2c(=O)[nH]c3ccccc3c2=O)c1
  1.2, 4%, ., 4%, -1%, 3%, -2%, 6%, 24%
COc1ccc(CC(=O)N/N=C/c2sccc2C)cc1
  -0.2, 2%, -5, -6%, 6%, -11%, 3%, -29%, 5%
CCOc1cc(C(=O)Nc2cc(C)on2)cc(OCC)c1OCC
  -1.2, 11%, 1, -5%, -5%, -3%, -9%, -10%, 7%
Fc1cccc(CNC2CCN(CCc3ccccc3)CC2)c1
  0.1, -2%, 2, 5%, 0%, 7%, 20%, -5%, -12%
CCCCc1ccc(NC(=S)Nc2cccnc2)cc1
  -0.1, 3%, -1, -14%, -1%, -1%, 4%, -5%, .
Cn1cc(/C=N/NC(=O)c2ccc(C#N)cc2F)c2ccccc21
  -0.3, 6%, -2, 1%, -2%, -5%, -8%, -1%, 10%
COC(c1ccccc1)c1nnc(CCC(=O)NCc2ccc3ncccc3c2)o1 (stereo not drawn)
  6.3, 0%, -2, -5%, 1%, 0%, 0%, 1%, 2%
CC(C)CC(NC(=O)/C(=C/c1ccco1)NC(=O)c1ccc(Br)o1)C(=O)O (stereo not drawn)
  0.1, 4%, -8, -20%, -1%, 0%, 13%, -7%[11.6 µM], -17%
CC(O)c1nc2ccccc2n1CCCCOc1ccccc1 (stereo not drawn)
  -2.1, 3%, 3, -2%, 2%, 4%, -3%, -5%, 2%
OC(C#CCN1CCCC1)c1ccccc1 (stereo not drawn)
  -0.4, -8%, ., 3%, -12%, 8%, 3%, -7%[57.1 µM], -18%
Cc1ccc(S(=O)(=O)N[C@@H](Cc2ccccc2)C(=O)N2CCC(C(=O)N[C@H](C(=O)O)C(C)O)CC2)cc1 (stereo partly drawn)
  -0.5, 9%, -3, -12%, -5%, -24%, -2%, 4%, -20%
Cc1nnc(SCC2=C(C(=O)O)N3C(=O)[C@@H](NC(=O)Cn4cnnn4)[C@H]3SC2)s1
  0.1&0.9, -7%&-13%, -8&-5, -11%&-15%, 4%&-2%&6%, 15%&-23%, -11%&-14%, -5%, 13%&5%
Nc1ncnc2c1ncn2[C@@H]1O[C@H](C(=O)N2CCCN(Cc3cccs3)CC2)[C@@H](O)[C@H]1O
  -0.9, -1%, -5, -4%, 1%, -7%, 5%, -2%, -8%
COc1ccccc1OCCOc1ccc(/C=C2\C(=N)N3N=C(S(C)(=O)=O)SC3=NC2=O)cc1
  -0.7, -11%, -81*, 13µM*, 13%, ?, 4%, -18%[11.6 µM], 4%
COc1ccccc1N(CCC#N)C(=S)Nc1ccc(S(=O)(=O)N2CCOCC2)cc1
  0.0, -4%, -6, ?, -2%, 15%, 0%, -6%, 10%
CN1CCC(N(C)S(=O)(=O)c2ccc(NC(=O)COc3ccc([N+](=O)[O-])cc3)cc2)CC1
  -0.3, -12%, -2, -1%, -2%, 8%, -9%, 1%, 15%
O=C(COC(=O)c1ccc(N2CCCC2=O)cc1)NCc1ccco1
  -0.8, 3%, 0, 1%, -5%, -6%, 4%, -6%, -9%
CCCC(=O)Nc1cc2c(cc1C(=O)c1ccccc1)OCCO2
  -0.3, ?, 12, -3%, 7%, -1%, -5%, -10%, 5%

Compound profiles, from the list above. Order of values: IL2 activator | Abeta yeast res | PI5P4Ka inh | PLK1 PBD block | aSyn rescue | EPAC1 antagonist | EPAC1 agonist | WRN helicase inh | FUS yeast rescue
Results for `O=C(Nc1ccccc1)Nc1ccc(C(F)(F)F)cn1` : -0.1 | 5% | 5 | -3% | 8% | 9% | -10% | 0% | -3%
Results for `COc1ccc(CC(=O)N/N=C/c2sccc2C)cc1` : -0.2 | 2% | -5 | -6% | 6% | -11% | 3% | -29% | 5%
